Screening results from PubChem BioAssay.
N370S GC mod: N370S glucocerebrosidase modulation, Gaucher chaperone candidate; N370S GC spleen homogenate, 4MU-glucoside fluorescence; Potency, µM (series often up to 59.4 µM), for inactives: at the top dose activity change, negative = inhibition, hits mostly inhibitors; 0.092% of 330,000 active; active means well fitted inhibition curve with a large enough effect; inconclusive means small, poorly fitted or top-dose-only effect, or effect the other way, or another doubt; inactive means no such curve, though single readings can be large or run the other way;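 further: 0% = full enzyme activity and -100% = no enzyme basal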
An asterisk follows results filed as active; ? = inconclusive; [ ] = another dose, or the depositor's remark. Potency means the concentration at half of the fitted maximal effect.

smiles	N370S GC mod
Cc1cnc(CNc2cc(-c3ccccc3CN(C)C)ncn2)cn1	-4.0%
O=S(=O)(c1ccccc1)N1CCC2(CCN(Cc3nccs3)CC2)CC1	-0.8%
COc1ccc(NC(=O)N2CC3(CCN(C(C)=O)CC3)C2)cc1	0.9%
COC(=O)N1CCC2(CC1)CN(C(=O)Nc1cccc(C#N)c1)C2	1.8%
CCNc1ncc2nc(-c3ccc(Cl)cc3)c(=O)n(-c3ccccc3)c2n1	14.2%
O=S(=O)(c1ccccc1)N1CCC2(CCCN(C(c3ccccc3)c3ccccc3)C2)CC1	5.2%
CN1CCC2(CC1)CCN(S(=O)(=O)c1ccccc1)CC2	-11.2%
O=c1c(-c2ccc(F)cc2)nc2cnc(N3CCOCC3)nc2n1C1CC1	-0.2%
CNc1nc(-c2ccc3c(c2)OCO3)nc2ccccc12	-8.4%
COCCn1c(=O)c(-c2ccc(F)cc2)nc2cnc(OCc3ccccc3)nc21	5.8%
N#CCCn1c(=O)cnc2cnc(Nc3ccccc3)nc21	-7.6%
COc1ccc(C(=O)N2CCC[C@@]3(CCN(Cc4ccncc4)C3)C2)cc1	-11.0%
Cc1nc2cnc(N3CCNCC3)nc2n(Cc2cccs2)c1=O	-5.0%
Cc1cnc(CNc2ncnc3ccc(-c4ccc(C(=O)N(C)C)cc4)cc23)cn1	1.7%
COCCn1c(=O)c(-c2ccc(Cl)cc2)nc2cnc(Oc3cccc(Cl)c3)nc21	7.4%
N#Cc1ccccc1-c1ccc2ncnc(NCc3cccnc3)c2c1	-10.9%
Clc1ccccc1-c1nccc(NCCN2CCOCC2)n1	16.7%
COc1ccc(C(=O)N2CCC3(CC2)CN(CC(C)C)C3)cc1	1.6%
COc1ccc(Oc2ncc3nc(-c4ccc(F)cc4)c(=O)n(Cc4cccs4)c3n2)cc1	-4.0%
CC(C)n1nc(C(=O)N2CCN(S(=O)(=O)c3cccs3)CC2)c2ccccc2c1=O	-5.6%

Given as labelled records: 3 of the compounds above
COc1ccc(NC(=O)N2CC3(CCN(C(C)=O)CC3)C2)cc1
  N370S GC mod = 0.9%
COC(=O)N1CCC2(CC1)CN(C(=O)Nc1cccc(C#N)c1)C2
  N370S GC mod = 1.8%
CCNc1ncc2nc(-c3ccc(Cl)cc3)c(=O)n(-c3ccccc3)c2n1
  N370S GC mod = 14.2%

The listing continues.
smiles	N370S GC mod
Cc1nc2cncnc2n(C2CC2)c1=O	3.4%
COc1cccc(Cn2c(=O)c(C)nc3cnc(Nc4ccccc4)nc32)c1	2.5%
CN(C)c1ncc2nc(CCc3ccccc3)c(=O)n(Cc3ccc(F)cc3)c2n1	15.4%
Cc1nc2cnc(Nc3ccccc3)nc2n(C)c1=O	-14.0%
N#Cc1ccc(CN2CCCC3(CCN(C(=O)c4cc(C(F)(F)F)cc(C(F)(F)F)c4)CC3)C2)cc1	-5.4%
COc1ccc(C(=O)N2CCC[C@@]3(CCN(c4ccncc4)C3)C2)cc1	-5.2%
COc1ccc2[nH]cc(CCNc3ncncc3-c3ccccc3OC)c2c1	-13.6%
COc1ccc(NC(=O)N2CC[C@@]3(CCCN(S(C)(=O)=O)C3)C2)cc1	1.1%
CCN1C(=NCC(C)C)N[C@@H](c2ccccc2)[C@H](C(=O)OC)[C@H]1C	-19.0%
COc1ccccc1-c1nc(NCCc2cnc[nH]2)c2ccccc2n1	-10.4%
c1ccc(Nc2ncnc3ccc(-c4ccoc4)cc23)cc1	-11.0%
COCC(=O)N1CCC2(CCN(Cc3ccccc3)CC2)CC1	-1.4%
CNc1cc(-c2ccccc2C)ncn1	5.5%
Cc1ccc(S(=O)(=O)N2CC=C(C(=O)NCc3ccc(F)cc3)CC2)cc1	7.3%
COc1ccc([C@]23Cc4cc(C#N)ccc4[C@H](O2)c2c(cc(C)n(Cc4ccccc4)c2=O)O3)cc1	0.7%[12.8 µM]
N#Cc1ccc(CN2CC[C@@]3(CCCN(C(=O)c4ccco4)C3)C2)cc1	8.7%
Clc1ccccc1-c1ccc2ncnc(NCCN3CCOCC3)c2c1	-8.9%
COc1ccc(NC(=O)N2CCCC3(CCN(C(=O)c4cc(C(F)(F)F)cc(C(F)(F)F)c4)CC3)C2)cc1	-1.1%
COCCn1c(=O)c(-c2cn(C)c3ccccc23)nc2cnc(Oc3cccc(Cl)c3)nc21	8.1%
COc1ccc(NC(=O)N2CCCC3(CCN(C(=O)c4ccco4)CC3)C2)cc1	-1.2%
CN1CC[C@@]2(CCCN(C(=O)c3cccn3C)C2)C1	1.8%
C=CCC(Nc1ccccc1)c1ccc(OC)c(OC)c1 (stereo not drawn)	-6.9%
COCCn1c(=O)cnc2cnc(N3CCN(C)CC3)nc21	-25.3%
CCNc1ncc2nc(-c3ccc(OC)cc3)c(=O)n(C)c2n1	25.0%
O=c1cnc2cnc(N3CCOCC3)nc2n1Cc1cccs1	-4.6%
Cc1ccccc1-c1ccc2ncnc(N(C)C)c2c1	-12.5%
O=c1c(-c2cccc(F)c2)nc2cncnc2n1Cc1ccccc1	3.7%
CCNc1ncc2nc(-c3cc(F)cc(F)c3)c(=O)n(-c3ccc(OC)cc3)c2n1	1.3%
COCC(=O)N1CCC2(CC1)CCN(C(=O)Nc1ccc(OC)cc1)CC2	-17.1%
O=S(=O)(c1ccccc1)N1CCC[C@@]2(CCN(c3ccncc3)C2)C1	-10.7%
COc1ccc(NC(=O)N2CCC3(CC2)CCN(C(=O)c2csnn2)CC3)cc1	6.1%
CCCC[C@]12Cc3cc(C#N)ccc3C(O1)c1c(cc(C)n(-c3ccccc3)c1=O)O2	2.0%[12.8 µM]
CS(=O)(=O)Nc1cccc(-c2nc(-n3ccnc3)c3ccccc3n2)c1	-2.9%
COc1ncc2nc(C)c(=O)n(Cc3ccc(F)cc3)c2n1	23.0%
Cc1noc(C)c1C(=O)N1CCC2(CCCN(c3ccccn3)C2)CC1	-9.4%
O=C(c1cccc(F)c1)N1CCC2(CCCN(c3ncccn3)C2)CC1	-0.4%
COc1ccc(C(=O)N2CCC3(CCN(C(=O)Nc4ccccc4)CC3)CC2)cc1	6.7%
Nc1cc(C(=O)O)c(O)c(S(=O)(=O)O)c1	9.8%
COCCn1c(=O)c(CCc2ccccc2)nc2cnc(N3CCOCC3)nc21	18.4%
O=c1c(-c2ccc(F)cc2)nc2cnc(Oc3ccccc3)nc2n1Cc1cccs1	3.5%
Cc1noc(C)c1-c1nc(NCCN2CCOCC2)c2ccccc2n1	-14.3%
Cc1cccc(-c2ccc3ncnc(N(C)Cc4ccco4)c3c2)c1	1.5%
COCC(=O)N1CCC2(CC1)CCN(c1ccncc1)CC2	0.2%
COc1cc2c(cc1OC)C1O[C@](c3ccsc3)(C2)OC2=C1C(=O)CC(C)(C)C2	-27.8%[12.8 µM]
COCC(=O)N1CCC2(CC1)CN(c1ccncc1)C2	-0.2%
COc1ccc(-n2c(=O)cnc3cnc(N(C)C)nc32)cc1	-3.2%
CNC(C)C#Cc1ccc2c(=O)c3c(OC)cccc3oc2c1 (stereo not drawn)	-16.0%
O=C(Nc1ccccc1)N1CCCC2(CCN(C(=O)c3csnn3)CC2)C1	-12.7%
CC(C)CN1CCCC2(CCN(C(=O)c3cccc(F)c3)CC2)C1	-14.1%
CC(=O)[C@@H]1[C@H]2[C@H](C(=O)[C@H]3OC[C@@H]2O3)[C@H]2C=Cc3ccccc3N21	-17.8%

Next section:
smiles	N370S GC mod
CO[C@H]1C[C@@H]2CC[C@@H](C)[C@@](O)(O2)C(=O)C(=O)N2CCCC[C@H]2C(=O)O[C@H]([C@H](C)C[C@@H]2CC[C@@H](O)[C@H](OC)C2)CC(=O)[C@H](C)C=C(C)[C@@H](O)[C@@H](OC)C(=O)[C@H](C)C[C@H](C)C=CC=CC=C1C	2.1%
COc1ncc2ncc(=O)n(CCC#N)c2n1	-0.3%
COc1ccc(CNc2ncncc2-c2ccc(C(=O)N(C)C)cc2)c(OC)c1	-24.7%
COc1ccccc1CNc1cc(-c2c(C)noc2C)ncn1	0.3%
COc1cccc(Cn2c(=O)c(-c3cccc(C#N)c3)nc3cnc(OC)nc32)c1	5.7%
COCCn1c(=O)c(C)nc2cnc(Oc3ccc(OC)cc3)nc21	9.8%
NC(=S)c1ccc[n+]([C@@H]2O[C@@H](COP(=O)([O-])OP(=O)(O)OC[C@H]3O[C@@H](n4cnc5c(N)ncnc54)[C@H](OP(=O)(O)O)[C@H]3O)C(O)C2O)c1 (stereo partly drawn)	-2.2%
COc1cccc(-c2cncnc2NCc2cccnc2)c1	16.9%
O=C(Oc1ccccc1)N1CCC2(CC1)CCN(c1ccccn1)CC2	0.3%
COc1ccc2[nH]cc(CCNc3ncnc4ccc(-c5ccoc5)cc34)c2c1	-16.6%
N#CCCn1c(=O)c(-c2cccs2)nc2cnc(Oc3cccc(Cl)c3)nc21	10.5%
CC(=O)NCCNc1ncnc2ccc(-c3ccccc3C(F)(F)F)cc12	-14.8%
C/C(=N\Nc1ccc([N+](=O)[O-])cc1[N+](=O)[O-])c1cc2c(ccc3ccccc32)oc1=O	10.1%
Cc1cc(O)cc(O)c1C(=O)OC1(C)C(=O)C=C2C=C(/C=C/C(=O)O)OC=C2C1=O (stereo not drawn)	-18.3%
COc1ccccc1CNc1ncnc2ccc(-c3ccc(C(=O)N(C)C)cc3)cc12	-11.8%
O=C1NC(=S)N/C1=C/c1ccc(-c2c(Br)cc([N+](=O)[O-])cc2Br)o1	-2.5%
COc1ccc(CNc2ncncc2-c2ccc(N(C)C)cc2)c(OC)c1	-7.6%
COc1ccccc1CN1CCC2(CCNCC2)CC1	7.9%
CN1CCN(c2ncnc3ccc(-c4ccc(C(=O)N(C)C)cc4)cc23)CC1	-0.3%
O=C(Nc1cccc(F)c1)N1CC2(CCN(C(=O)c3cc(C(F)(F)F)cc(C(F)(F)F)c3)CC2)C1	14.8%
COCCn1c(=O)c(-c2ccc(Cl)cc2)nc2cnc(Nc3ccccc3)nc21	-2.3%
CC(C)[C@@H]1NC(=O)c2cc([N+](=O)[O-])cc(I)c2NCCCC[C@@H](C(=O)NC(CC(=O)O)C(N)=O)NC(=O)[C@H](CO)NC1=O (stereo partly drawn)	-0.6%
COCC(=O)N1CCC2(CC1)CN(C(=O)Nc1ccc(OC)cc1)C2	-6.1%
CCNc1ncc2nc(-c3ccccc3)c(=O)n(CCc3ccccc3)c2n1	15.8%
Cc1noc(C)c1C(=O)N1CCC2(CC1)CN(c1ccccc1)C2	-8.0%
COCC(=O)N1CCC[C@@]2(CCN(C(=O)Nc3cccc(F)c3)C2)C1	0.9%
COc1ncc2nc(-c3ccc(Cl)cc3)c(=O)n(CCC#N)c2n1	10.1%
N#Cc1ccc(CN2CCC3(CC2)CCN(C(=O)c2cc(C(F)(F)F)cc(C(F)(F)F)c2)CC3)cc1	-16.6%
CC(=O)Nc1ccc(S(=O)(=O)N2C(=O)c3cccc4cccc2c34)cc1	16.2%
CC(C)(C)C#CC(CCc1ccccc1)OS(N)(=O)=O (stereo not drawn)	-20.3%
COC(=O)N1CCC[C@@]2(CCN(C(c3ccccc3)c3ccccc3)C2)C1	-1.6%
FC(F)(F)c1ccccc1-c1ccc2ncnc(NCc3cccs3)c2c1	6.8%
COc1ccc2c(c1)c(=O)oc1cc3oc(C)c(C)c3cc12	-7.3%
Cc1nc2cnc(N3CCOCC3)nc2n(C)c1=O	3.8%
COc1ccc(C(CC(=O)N2CCN(c3ccccc3)CC2)c2c(OC)cc(OC)c3c(-c4ccccc4)cc(=O)oc23)cc1 (stereo not drawn)	18.9%
c1ccc(CNc2nc(-c3ccoc3)nc3ccccc23)cc1	?
COc1ccccc1CNc1ccnc(-c2ccoc2)n1	-8.4%
CN(C)c1ncc2nc(-c3ccc(F)cc3)c(=O)n(C)c2n1	10.1%
COc1ncc2nc(CCc3ccccc3)c(=O)n(Cc3cccs3)c2n1	5.4%
Cn1c(=O)c(-c2cccs2)nc2cnc(N3CCNCC3)nc21	3.5%
CN(C)C(=O)c1ccc(-c2ccc3ncnc(N4CCOCC4)c3c2)cc1	-7.3%
Cn1cccc1C(=O)N1CCC2(CCN(Cc3nccs3)CC2)CC1	0.1%
COc1ccccc1CNc1cc(-c2ccccc2Cl)ncn1	?
COCC(=O)N1CCC2(CC1)CN(c1cccc(-c3ccccc3)c1)C2	-8.7%
N#Cc1cccc(-c2nc3cnc(Oc4cccc(Cl)c4)nc3n(C3CC3)c2=O)c1	13.9%
CS(=O)(=O)Nc1cccc(-c2cc(Nc3ccccc3)ncn2)c1	-13.5%
COc1ccc(-c2ccc(CNCc3ccccn3)o2)cc1Cl	-15.2%
Cc1cc2c(c(=O)n1Cc1ccccc1)C1O[C@](CCCCN3C(=O)c4ccccc4C3=O)(Cc3cc(C#N)ccc31)O2	-4.4%[12.8 µM]
O=c1c(-c2cc(F)cc(F)c2)nc2cnc(N3CCOCC3)nc2n1Cc1cccs1	2.3%
COc1ccc([C@]23Cc4cc(C#N)ccc4C(O2)c2c(c4ccc(OC)cc4oc2=O)O3)cc1	-26.7%[12.8 µM]

A portion of the library; rates above refer to the full screens.
